Mito fusion act: mitochondrial division inhibition or fusion activation; AID 485298; Potency, µM (series often up to 46.1 µM), inactives show at the highest dose growth rescue (activation), hits mostly activators; S. cerevisiae fusion-defective mutant growth rescue, CellTiterGlo 48 h; 0.23% of 320,000 active;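 also: potency is read from the fitted curve at half-maximal effect; % of control where 0% means no effect; nearly all actives have a fitted effect of over 45% in size; temperature-sensitive fusion mutants such as fzo1-1 at 37 °C on non-fermentable ethanol glycerol medium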
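S. cerevisiae fusion-defective temperature-sensitive mutants (e.g. fzo1-1, mgm1-5) grown 48 h at 37C in YPEG (ethanol/glycerol non-fermentable) medium with 23 nl compound per well; growth rescue read as CellTiterGlo luminescence.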
uPA surface inh: cell surface uPA generation inhibition; 0.31% of 330,000 active; cell surface uPA generation assay, qHTS; Potency, µM (highest dose often 38.3 µM), without a hit: at the top dose activity change, negative = inhibition, most hits filed as inhibitors; AID 540303; active = well fitted inhibition curve with a large enough effect; inconclusive = small, poorly fitted or top-dose-only effect; inactive = no such curve, though single readings can be large or run the other way; tested in mouse RAW 264.7 cells; also: potency is read from the fitted curve at half-maximal effect; % is scaled to controls: 0 for no effect and ±100 for the full control effect; nearly all actives have a fitted effect of over 55% in size
TSHR antag: human thyrotropin receptor antagonism | P16473 | TSHR-expressing cells, TSH-stimulated cAMP HTRF, 2 h; active compounds read low | activity change, negative = inhibition, % at 11.5 µM | 0.2% of 330,000 active;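 active = activity change below a set negative limit, meaning inhibition stronger than a set level, cut at about -70% in these data; inconclusive = activity change between two set negative limits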; also: % is scaled to controls: 0 for no effect and ±100 for the full control effect
Target sequence (P16473 whole entry, looked up): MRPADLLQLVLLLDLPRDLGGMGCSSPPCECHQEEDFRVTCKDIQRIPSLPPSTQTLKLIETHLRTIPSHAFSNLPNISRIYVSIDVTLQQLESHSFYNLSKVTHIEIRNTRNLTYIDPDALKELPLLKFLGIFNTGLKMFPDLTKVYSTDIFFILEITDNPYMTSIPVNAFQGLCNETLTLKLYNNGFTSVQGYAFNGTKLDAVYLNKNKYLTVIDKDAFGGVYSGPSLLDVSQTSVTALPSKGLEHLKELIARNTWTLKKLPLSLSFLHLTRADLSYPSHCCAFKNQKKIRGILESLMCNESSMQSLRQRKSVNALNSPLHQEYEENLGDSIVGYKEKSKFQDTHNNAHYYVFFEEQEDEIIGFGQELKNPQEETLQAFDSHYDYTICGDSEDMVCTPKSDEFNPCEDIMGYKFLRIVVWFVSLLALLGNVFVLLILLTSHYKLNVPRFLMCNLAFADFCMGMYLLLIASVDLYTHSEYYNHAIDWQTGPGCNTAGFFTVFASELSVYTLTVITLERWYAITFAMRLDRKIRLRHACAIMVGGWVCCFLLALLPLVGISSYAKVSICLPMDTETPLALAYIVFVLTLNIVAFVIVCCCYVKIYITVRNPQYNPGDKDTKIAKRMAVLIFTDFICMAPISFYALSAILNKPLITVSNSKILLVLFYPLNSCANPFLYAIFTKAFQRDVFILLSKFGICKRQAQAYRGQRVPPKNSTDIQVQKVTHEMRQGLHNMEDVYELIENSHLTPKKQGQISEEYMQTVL
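TSHR-expressing cells were treated with compounds, then stimulated with TSH at EC80 (4nM final) for 2 hours at 37 deg C. Cellular cAMP was measured by HTRF competition between lysate cAMP and cAMP-d2 for a cryptate-labelled anti-cAMP antibody.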
TSG101-PTAP inh: blocks PTAP/TSG101 interaction to inhibit HIV-1 budding; Fluorescence polarization, FITC-PTAP peptide / Tsg101 binding; Potency, µM (titrated, usually from 115 µM), without a hit: top-dose activity change, negative = inhibition, usual class: inhibitors; AID 493005; Q99816; 340,000 tested, under 10 active; active = well fitted inhibition curve with a large enough effect in the main read-out, with a control signal flat, not every such curve was filed as active; inconclusive = small, poorly fitted or top-dose-only effect, or effect the other way, or a change in a side signal; inactive = no such curve, though single readings can be large or run the other way; also: potency is read from the fitted curve at half-maximal effect; % of control where 0% means no effect
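Fluorescence polarization binding of Tsg101 binding domain (10 uM final) to FITC-labeled PTAP peptide (50 nM final) in HEPES pH 7.5 buffer with NaCl, Tween 20, EDTA, TCEP. Compounds added before peptide; binding 20 min at RT.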
TCR act: activators of T cell receptors; primary human leukocytes, anti-CD3, IL-2 HTRF, 48 h; Potency, µM (doses to about 9.22 µM), inactives show top-dose activation of IL-2 secretion, most hits filed as activators; 330,000 tested, under 10 active; AID 504894; also: % of control where 0% means no effect
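Activity was scored as IL-2 release from primary human leukocytes given only a TCR signal (a-CD3 beads) plus compound for 48 hr. Detection used a two-antibody HTRF format read at 665nm.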
Tb PFK block: blocks T. brucei phosphofructokinase. O15648. T. brucei PFK, ADP-Glo luminescence. Potency, µM (doses to about 57.5 µM), for inactives: top-dose activity, negative = inhibition, usual class: inhibitors. 0.17% of 330,000 active. AID 485367;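 also: potency is read from the fitted curve at half-maximal effect; 0% = uninhibited 1x PFK enzyme wells and -100% = no-enzyme wells; nearly all actives have a fitted effect of over 60% in size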
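Activity is normalized to no-enzyme wells (full inhibition) and 1.25 nM enzyme wells (no inhibition). Reaction: 0.5 mM F6P, 0.1 mM ATP, 45 min RT, ADP-Glo luminescence; concentration-response curves fitted and classed by quality.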
Chronic BCR inh: blocks chronic active B-cell receptor signaling. 0.05% of 340,000 active. ABC-DLBCL IkBa-CBG/CBR reporter, luminescence ratio, 4 h. AID 493014. Potency, µM (top dose mostly 46.1 µM), inactives show at the highest dose ratio change, negative = lower green/red ratio, hits mostly inhibitors; active = well fitted inhibition curve with a large enough effect in the signal ratio, with a control signal flat, not every such curve was filed as active; inconclusive = small, poorly fitted or top-dose-only effect, or effect the other way, or a change in a side signal; the % refers to the signal ratio;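 also: potency is read from the fitted curve at half-maximal effect; plate controls were basal doxycycline-induced cells for no effect and cells given 10 µM MG132 for full effect; MG132 reads +100%, hits lower the ratio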
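Doxycycline induced both beetle luciferases in TMD8 lymphoma cells; IKK-driven degradation limits the IkappaBalpha-fused green signal, while red luminescence normalises for cell number and nonspecific effects. Compounds tested up to 46 uM, 4 hrs.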
Eya2 phos inh: Eya2 (human) phosphatase inhibition; O00167; recombinant Eya2, OMFP fluorescence dephosphorylation (OMFP is methylfluorescein phosphate); Potency, µM (series often up to 76.9 µM), without a hit: at the top dose activity, negative = inhibition, most hits filed as inhibitors; 0.006% of 330,000 active; AID 488837; also: potency is read from the fitted curve at half-maximal effect; % is scaled to controls: 0 for no effect and ±100 for the full control effect
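Eya2 protein (added as 0.2 uM solution) was preincubated with compound for 10 min at ambient temperature in 50 mM HEPES pH 7.5, 50 mM NaCl, 5 uM MgCl2, 0.05% BSA, 1 mM DTT. OMFP (added at 50 uM) then reacted 10 min; fluorescence read at 485/525 nm.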
B2AR arrestin: beta2AR (human) beta-arrestin recruitment activity; beta-arrestin recruitment to beta2AR, cell-based reporter; Potency, µM (doses to about 46.1 µM), for the others: top-dose activation, usual class: activators; 0.02% of 330,000 active;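 also: potency is read from the fitted curve at half-maximal effect; 0% = DMSO controls and full agonism = EC100 isoproterenol or metaproterenol; nearly all actives have a fitted effect of over 65% in size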
ELG1 repair inh: ELG1-dependent DNA repair inhibition. HEK293T ELG1-luciferase reporter, luminescence, 16 h; DNA damage induced by 5-fluorouridine. Potency, µM (titrated, usually from 46.1 µM), for the others: at the highest dose activity change, negative = inhibition, actives largely listed as inhibitors. 2.3% of 330,000 active. AID 504467; also: potency is read from the fitted curve at half-maximal effect; % is scaled to controls: 0 for no effect and ±100 for the full control effect; nearly all actives have a fitted effect of over 55% in size
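Step one: seed 2,000 cells per well. Step two: pin-transfer compound or DMSO alongside 5-fluorouridine. Step three: incubate 16 hr, 37 °C, 5% CO2. Step four: add ONE-Glo, wait 30 min, read luminescence.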
USP2a inh: USP2a (human) protease inhibition. USP2 core, Ub-CHOP2 coupled fluorogenic reporter, 485/531. Potency, µM (highest dose often 38.3 µM), for inactives: top-dose activity change, negative = inhibition, usual class: inhibitors. 0.01% of 330,000 active. AID 463254;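 also: potency is read from the fitted curve at half-maximal effect; plate controls were DMSO wells for no effect and full inhibition by NEM control for full effect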
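Deubiquitinase activity read as fluorescence (485/531 nm) after Ub-CHOP2 cleavage activates the enterokinase reporter on its substrate; USP2 core 10nM, Ub-CHOP2 and substrate 25nM each, 30min compound preincubation then 60min RT; data normalized to NEM, curves fitted.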
* marks the source's active call; other numbers are inactive results; ? = inconclusive; . = no result given; [ ] = remark or other dose. Unless noted, calls follow the shape of the dose curve; as a rule, active = well fitted curve in the direction sought with a large enough effect; inconclusive = small, poorly fitted or top-dose-only effect, or another doubt; inactive = no such curve, though single readings can be large; an effect the other way counts as inactive or inconclusive. Outcome played no part in choosing rows, and some 3% of all compounds hit somewhere here.

SMILES	Mito fusion act	uPA surface inh	TSHR antag	TSG101-PTAP inh	TCR act	Tb PFK block	Chronic BCR inh	Eya2 phos inh	B2AR arrestin	ELG1 repair inh	USP2a inh
COc1cccc(C#Cc2c(CO)[nH]c3ccccc23)c1	12%	0%	-3	-1%	-2%	-2%	9%	0%	0.3%	25%	2%
COc1ccccc1C(=O)N/C(=C\c1cn(S(=O)(=O)N(C)C)c2ccccc12)C(=O)N1CCCC1	6%	?	7	-6%	-62%	1%	6%	-5%	-0.5%	?	4%
COC(=O)C(NC(=O)c1ccc(Cl)cc1)(Nc1nc(C)cs1)C(F)(F)F (stereo unspecified)	5%	4%	5	-3%	-1%	-5%	-15%	0%	-0.6%	3%	-5%
N#Cc1cccc(NC(=O)CCC2CCCC2)c1	0%	0%	-6	-10%	5%	-10%	?	5%	-0.3%	22%	5%
CCCCc1ccc(S(N)(=O)=O)cc1	3%	9%	4	-4%	4%	-4%	?	3%	-0.2%	-24%	1%
COC(=O)c1c(NC(=O)Cc2ccccc2)sc2c1CC(C)(C)NC2(C)C	2%	-22%	3	-1%	3%	-19%	-5%	-4%	3.5%	-1%	-1%
O=S(=O)(Nc1ccccc1O)c1ccc(Cl)nc1	-1%	5%	2	-2%	4%	0%	0%	-4%	3.5%	?	2%
CCc1ccc(C(=O)CSc2nc3cc(S(=O)(=O)N4CCOCC4)ccc3n2CC)cc1	?	-3%	11	-6%	-14%[46.1 µM]	4%	-10%	-3%	6.2%	11%	-10%
CC(N)C(=O)NC(C(=O)N1CCCC1C(=O)NC(c1ccccc1)c1ccccc1)C(C)C (stereo unspecified)	-2%	?	3	-7%	-2%	-5%	-15%	-19%	0.0%	21%	1%
COc1ccc(CN2CCNC(=O)C2CC(=O)NC2CCOCC2)cc1C (stereo unspecified)	-2%	-7%	11	2%	7%	3%	3%	15%	0.2%	8%	-5%
CCN(CC)C(=O)c1ccc(NS(=O)(=O)c2ccc3[nH]c(=O)[nH]c3c2)cc1	2%	5%	-3	.	-3%	0%	1%	3%	0.2%	18µM*	2%
O=C(NCCc1ccc(Cl)cc1)c1cnc2n(c1=O)CCS2	5%	11%	0	0%	0%	0%	1%	6%	0.1%	?	1%
Cc1ccc2cc(C)c3nnc(SCC(=O)N4CCCc5ccccc54)n3c2c1C	29%	.	9	.	.	-1%	-7%	-19%	-1.0%	?	-11%
COc1ccc(N2CCN(C(=O)CCc3nnc4ccc(N5CCCC5)nn34)CC2)cc1	0%	-5%	-3	0%	9%	-9%	3%	-1%	0.6%	?	0%
Cc1cccc(NS(=O)(=O)c2nnc(NC(=O)c3ccc(Cl)cc3)s2)c1	0%	-15%	-24	-3%	-5%	4%	21%	9%	4.1%	17%	-11%
O=C(NC(=S)NCC1CCCO1)c1ccccc1[N+](=O)[O-] (stereo unspecified)	0%	-3%	13	-5%	2%	-5%	?	17%	-0.7%	20%	-4%
CC(=O)Nc1ccc(N2C(=O)c3cccc4c(O)ccc(c34)C2=O)cc1	10%	-5%	-7	?	-4%	?	?	?	0.4%	3%	?
O=C(c1ccc(C(F)(F)F)cc1)C1CCCN(C(=O)CCc2ccncc2)C1 (stereo unspecified)	2%	-11%	13	2%	8%	-5%	11%	2%	-0.1%	?	-4%
Cc1ccc(C(=O)OCC(=O)Nc2ccc3[nH]c(=O)[nH]c3c2)o1	-6%	-1%	35	1%	2%	?	1%	17%	-0.2%	10%	-1%
COCCN1Cc2cccc(C(=O)N3CCN(c4ccccc4)CC3)c2C1=O	-4%	2%	9	-7%	0%	-5%	7%	-2%	0.1%	11%	0%

Part of the list above, limited to Chronic BCR inh and Tb PFK block.
| structure | Chronic BCR inh | Tb PFK block |
| --- | --- | --- |
| CCCCc1ccc(S(N)(=O)=O)cc1 | ? | -4% |
| Cc1ccc(C(=O)OCC(=O)Nc2ccc3[nH]c(=O)[nH]c3c2)o1 | 1% | ? |
| COC(=O)c1c(NC(=O)Cc2ccccc2)sc2c1CC(C)(C)NC2(C)C | -5% | -19% |
| CCN(CC)C(=O)c1ccc(NS(=O)(=O)c2ccc3[nH]c(=O)[nH]c3c2)cc1 | 1% | 0% |
| O=S(=O)(Nc1ccccc1O)c1ccc(Cl)nc1 | 0% | 0% |
| O=C(c1ccc(C(F)(F)F)cc1)C1CCCN(C(=O)CCc2ccncc2)C1 (stereo unspecified) | 11% | -5% |
| Cc1cccc(NS(=O)(=O)c2nnc(NC(=O)c3ccc(Cl)cc3)s2)c1 | 21% | 4% |

2 of these compounds in a different format.
> COC(=O)C(NC(=O)c1ccc(Cl)cc1)(Nc1nc(C)cs1)C(F)(F)F (stereo unspecified)
  Mito fusion act: 5%	uPA surface inh: 4%	TSHR antag: 5	TSG101-PTAP inh: -3%	TCR act: -1%	Tb PFK block: -5%	Chronic BCR inh: -15%	Eya2 phos inh: 0%	B2AR arrestin: -0.6%	ELG1 repair inh: 3%	USP2a inh: -5%

> O=S(=O)(Nc1ccccc1O)c1ccc(Cl)nc1
  Mito fusion act: -1%	uPA surface inh: 5%	TSHR antag: 2	TSG101-PTAP inh: -2%	TCR act: 4%	Tb PFK block: 0%	Chronic BCR inh: 0%	Eya2 phos inh: -4%	B2AR arrestin: 3.5%	ELG1 repair inh: ?	USP2a inh: 2%

(listing goes on)
SMILES	Mito fusion act	uPA surface inh	TSHR antag	TSG101-PTAP inh	TCR act	Tb PFK block	Chronic BCR inh	Eya2 phos inh	B2AR arrestin	ELG1 repair inh	USP2a inh
Cc1ccc(OCCNC(=O)Cc2ccc(S(=O)(=O)N3CCOCC3)s2)cc1	0%	1%	18	-4%	-6%	0%	5%	2%	-1.0%	-10%	0%
CC(=O)c1cccc(NC(=O)COC(=O)COc2ccccc2C)c1	-8%	-9%	0	-3%	-11%	8%	0%	-5%	-0.9%	9%	2%
CC(=O)Nc1ccc(NC(=O)CSc2nc3ccccc3c(=O)n2CCCN2CCOCC2)cc1	.	-2%	-5	0%	1%	5%	?	-26%	-0.4%	?	-7%
CC1(C)Cc2c(cnn2-c2ccc(F)cc2)C(NC(=O)CCn2cncn2)C1 (stereo unspecified)	-1%	-1%	2	.	1%	2%	3%	-5%	-1.0%	?	-1%
N#CC1(Cc2ccc(Cl)cc2)c2ccccc2C=CN1C(=O)c1ccccc1 (stereo unspecified)	9%	4%	5	1%	-2%	-3%	?	2%	0.0%	-1%	-5%
CCCCOc1ccccc1NC(=O)c1ccco1	13%	-11%	-2	-3%	-1%	-4%	?	-3%	0.0%	-11%	-1%
COc1ccc(N2CCN(CCCNC(=O)C(=O)c3c(C)n(C)c4ccccc34)CC2)cc1	-4%	-12%	14	1%	3%	11%	-1%	-7%	0.0%	5%	3%
O=Cc1ccc(OCc2nnsc2Cl)cc1	6%	-3%	1	0%	1%	-2%	?	5%	0.5%	1%	3%
C/C(=N\NC(=O)C1(C)CC1(Br)Br)c1ccc(C)cc1C (stereo unspecified)	0%	-7%	-5	-3%	0%	-3%	0%	-9%	0.5%	-2%	3%
COc1ccc(CN2CCN(CC(O)Cn3c4ccccc4c4ccccc43)CC2)cc1 (stereo unspecified)	3%	-26%	8	1%	0%[46.1 µM]	-2%	0%	1%	-0.2%	-9%	4%
COc1ccc(NS(=O)(=O)c2ccc(Cl)s2)cn1	8%	-3%	8	-17%	3%	-9%	7%	8%	0.3%	2%	6%
CN(C)Cc1c(O)ccc2c(-c3ccccc3)cc(=O)oc12	0%	1%	-2	2%	-4%	4%	0%	-6%	0.2%	?	3%
CCOC(=O)Cn1c2ccc(F)cc2c2nc(C)sc21	24%	-3%	6	-1%	2%	-5%	8%	6%	0.0%	-11%	0%
Clc1cccc(NCc2nnc(SCc3ccccc3)o2)c1	?	5%	-22	-3%	1%	?	-3%	1%	0.0%	-1%	-1%
COC(=O)c1c(N)sc(Cc2ccccc2)c1C	11%	-1%	1	0%	0%	-3%	?	-6%	0.2%	-3%	2%

Source: PubChem BioAssay
